Bcl-XL Bim block: human Bim-Bcl-XL interaction inhibition | inhibition, % at 10 µM | Bim peptide-Bcl-XL binding, bead flow cytometry, fluorescence | Q07817 | actives 0.04% (n = 190,000)
Target sequence (Q07817 whole entry, looked up): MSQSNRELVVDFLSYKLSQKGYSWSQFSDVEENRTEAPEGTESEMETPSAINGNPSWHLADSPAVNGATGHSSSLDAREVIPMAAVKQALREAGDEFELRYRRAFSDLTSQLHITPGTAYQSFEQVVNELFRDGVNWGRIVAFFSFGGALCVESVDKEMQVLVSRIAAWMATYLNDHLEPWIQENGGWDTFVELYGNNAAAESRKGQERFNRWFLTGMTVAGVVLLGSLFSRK
HRas wt GTP bind: changes GTP binding to wildtype human HRas; GTP binding activity, % at 10 µM; actives 0.14% (n = 190,000); P01112; GST-Ras wt beads, Bodipy-FL-GTP binding, flow cytometry; actives lie on both sides;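 active means GTP binding activity at least 20% away from the 100% baseline, either lowered as inhibitor or raised as activator; inconclusive means flagged as likely green fluorescent, judged across all proteins in the well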;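 further: 0% = unlabeled GTP competition control and 100% = no-compound control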
Target sequence (P01112 whole entry, looked up): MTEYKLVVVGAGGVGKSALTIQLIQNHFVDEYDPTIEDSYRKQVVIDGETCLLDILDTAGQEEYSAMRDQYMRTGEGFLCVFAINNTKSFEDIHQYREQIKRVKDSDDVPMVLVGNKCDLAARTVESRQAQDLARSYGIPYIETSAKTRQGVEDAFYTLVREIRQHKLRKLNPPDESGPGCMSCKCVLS
Cdc42 wt: human Cdc42 wildtype GTP binding change, either direction; P60953; GST-Cdc42 beads, Bodipy-GTP binding, flow cytometry; actives lie on both sides; percent activity (GTP binding), % at 10 µM; actives 0.2% (n = 190,000); AID 761;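 active means percent activity GTP binding at least 20 points away from the 100% baseline, either down as inhibitor or up as activator; inconclusive means compound flagged as likely green fluorescent from well-wide comparison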;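 further: median bead fluorescence of bound Bodipy-FL-GTP at 100 nM; 0% = excess unlabeled GTP control and 100% = no compound control; below 100% means less GTP binding so inhibitor and above means activator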
Target sequence (P60953 whole entry, looked up): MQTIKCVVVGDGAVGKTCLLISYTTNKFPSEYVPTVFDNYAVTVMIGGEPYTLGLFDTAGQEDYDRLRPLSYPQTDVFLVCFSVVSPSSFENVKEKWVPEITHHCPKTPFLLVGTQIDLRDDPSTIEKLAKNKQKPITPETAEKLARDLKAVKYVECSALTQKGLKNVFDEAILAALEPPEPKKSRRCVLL
Rac1 wt GTP bind: human Rac1 wildtype GTP binding, inhibitors and activators; P63000; GST-Rac1 beads, fluorescent GTP binding, flow cytometry; actives lie on both sides; 0 = cold GTP competed, 100 = untreated; GTP binding activity (% of control), % at 10 µM; actives 0.27% (n = 190,000); AID 757;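 active means GTP binding activity at least 20 points away from the 100% control level, either lower or higher; inconclusive means compound flagged as likely green fluorescent, judged across all proteins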
Bim-Bcl-W: inhibitors of Bim-Bcl-W interaction, human | actives 0.02% (n = 190,000) | bead-based flow cytometry, Bim peptide-Bcl-W binding | Q92843 | inhibition, % at 10 µM;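 further: 0% = bound tracer without compound and 100% = peptide blocker; higher means less fluorescent Bim peptide bound to Bcl-W beads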
Target sequence (Q92843 whole entry, looked up): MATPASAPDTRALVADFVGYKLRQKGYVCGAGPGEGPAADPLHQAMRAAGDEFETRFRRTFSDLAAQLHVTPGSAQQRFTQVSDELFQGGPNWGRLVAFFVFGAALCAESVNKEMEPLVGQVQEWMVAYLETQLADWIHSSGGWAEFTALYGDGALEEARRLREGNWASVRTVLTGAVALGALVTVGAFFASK
Rab7 wt modul: modulators of GTP binding to dog Rab7 wildtype GTPase; GST-Rab7 beads, fluorescent GTP binding, flow cytometry; actives lie on both sides; untreated = 100%, excess cold GTP = 0%; GTP binding activity (percent of control), % at 10 µM; actives 0.055% (n = 190,000); AID 758;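 active means fluorescent GTP binding to Rab7 beads changed by at least 20 points from the 100% baseline, either direction, mostly lower; inconclusive means compound itself probably fluorescent, or too few beads counted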;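 further: median green fluorescence of bound Bodipy-FL-GTP per Rab7 bead population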
Bim-Bcl-2: disrupts Bim peptide binding to human Bcl-2; P10415; Bead-based flow cytometry, Bim peptide-Bcl-2 binding; inhibition, % at 10 µM; actives 0.06% (n = 190,000); AID 950; in the data active means inhibition above about 40%; inconclusive means no clear call, values can overlap the other calls;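 further: 0% = no compound wells with probe peptide and 100% = reference peptide inhibitor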
Target sequence (P10415 whole entry, looked up): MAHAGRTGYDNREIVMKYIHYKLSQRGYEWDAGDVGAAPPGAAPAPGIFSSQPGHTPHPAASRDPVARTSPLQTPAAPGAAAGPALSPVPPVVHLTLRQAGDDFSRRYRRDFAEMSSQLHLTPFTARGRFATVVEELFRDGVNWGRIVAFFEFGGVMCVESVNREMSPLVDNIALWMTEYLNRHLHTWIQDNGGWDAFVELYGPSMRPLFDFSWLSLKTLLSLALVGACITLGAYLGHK
Bim-Bfl-1: inhibitors of Bim-Bfl-1 interaction, human | Q16548 | Bead-based flow cytometry, Bim-Bfl-1 binding inhibition | inhibition, % at 10 µM | actives 0.12% (n = 190,000);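 further: 0% = wells without compound plus tracer and 100% = blocker peptide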
Rab2 wt GTP: changes GTP binding to wildtype dog Rab2A, up or down. GTP binding activity, % at 10 µM. actives 0.19% (n = 190,000). P61105. AID 760. GST-Rab2 wt beads, Bodipy-GTP binding, flow cytometry;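 active means GTP binding activity at least 20 points away from 100%, either lowered or raised; inconclusive means signal likely due to the compound's own green fluorescence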;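 further: 0% = beads with excess unlabeled GTP and 100% = no-compound control corrected for plate trend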
Rac1 mut GTP: modulators of GTP binding to human Rac1 activated mutant. actives 0.11% (n = 190,000). percent activity (GTP binding), % at 10 µM. GST-Rac1 activated beads, fluorescent GTP binding, flow cytometry; actives lie on both sides; 100% means binding = to untreated wells;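 active means GTP binding at least 20 percentage points away from the 100% baseline, in either direction, so actives lie on both sides; inconclusive means Compound likely fluorescent itself, or too few beads counted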
Bim-Bcl-B: disrupts Bim peptide binding to human Bcl-B. bead-based flow cytometry. inhibition, % at 10 µM. Q9HD36. actives 0.073% (n = 190,000);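 further: 0% = tracer peptide without compound and 100% = reference inhibitor peptide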
Active calls of the source: *; u = inconclusive. Unless noted, no stated cut-off is given here; in the data, active means inhibition above about 40%.

| Bcl-XL Bim block | HRas wt GTP bind | Cdc42 wt | Rac1 wt GTP bind | Structure | Bim-Bcl-W | Rab7 wt modul | Bim-Bcl-2 | Bim-Bfl-1 | Rab2 wt GTP | Rac1 mut GTP | Bim-Bcl-B |
| --- | --- | --- | --- | --- | --- | --- | --- | --- | --- | --- | --- |
| 0 | 97 | 101 | 99 | Cc1ccc(NCC(=O)N/N=C/c2ccc(-c3cccc(C(F)(F)F)c3)o2)cc1 | -2 | 99 | 0 | 1 | 95 | 97 | -1 |
| 6 | 94 | 94 | 93 | CCOc1ccc(Cn2nnc(C(=O)NCCc3ccc(Cl)cc3)c2N)cc1 | 1 | 97 | 2 | 2 | 95 | 97 | 2 |
| -7 | 91 | 88 | 93 | N#Cc1c(-c2ccc(Cl)cc2)c2c([nH]c1=S)CCCC2 | -3 | 96 | 0 | 0 | 90 | 87 | -16 |
| -4 | 102 | 99 | 100 | COCCN=c1scc(-c2cc(OC)c(OC)c(OC)c2)n1/N=C/c1c(C)[nH]c2ccccc12 | 0 | 104 | -5 | 4 | 100 | 99 | -1 |
| -3 | 97 | 98 | 100 | CCOc1ccc(C(=O)NCc2ccncc2)cc1 | 1 | 96 | -2 | -11 | 96 | 100 | -5 |
| -1 | 98 | 95 | 97 | CSc1nc(-c2ccc(Cl)cc2)c(C#N)c(=O)n1C | 1 | 103 | 3 | 0 | 96 | 94 | 2 |
| -3 | 96 | 98 | 94 | O=[N+]([O-])c1cc(Br)c(OCc2nnc(-c3ccccc3)o2)c(Br)c1 | -3 | 95 | -6 | -7 | 95 | 96 | -6 |
| -1 | 105 | 105 | 102 | O=C(Nc1ccccc1N1CCN(C(=O)c2ccc(Cl)cc2)CC1)c1cc(Br)ccc1Cl | -2 | 98 | -5 | -7 | 104 | 100 | -1 |
| -4 | 109 | 105 | 109 | CCOC(=O)C1C(=O)C=C(/C=C/c2ccc(N(C)C)cc2)CC1c1ccccc1 (stereo not given) | -1 | 108 | 0 | 5 | 111 | 109 | -12 |
| 0 | 96 | 97 | 97 | CC1CCCC(C)N1C(=O)CSc1nnc(CSc2ncccn2)n1C (stereo not given) | -3 | 95 | -2 | 0 | 98 | 98 | -3 |
| 1 | 95 | 94 | 95 | CCOC(=O)C1CCN(C(=O)C(CC)c2ccccc2)CC1 (stereo not given) | 3 | 89 | -2 | -1 | 96 | 95 | 0 |
| 2 | 100 | 98 | 97 | CCCCn1c(SCC(=O)Nc2cc(C)on2)nc2c1c(=O)n(C)c(=O)n2C | 0 | 97 | 0 | 0 | 98 | 100 | 0 |
| -8 | 98 | 98 | 107 | COc1cccc(Cn2c(NCC(C)C)nc3c2c(=O)n(C)c(=O)n3C)c1 | -5 | 93 | -15 | -26 | 95 | 97 | -14 |
| 0 | 99 | 101 | 100 | CCCC(=O)c1cc(-c2nc3ccccc3n2C)n(C)c1 | 0 | 98 | -2 | -2 | 98 | 98 | -1 |
| -1 | 101 | 99 | 103 | Cc1cc(C(=O)N/N=C/c2ccccn2)n[nH]1 | 0 | 110 | 0 | -3 | 104 | 98 | 0 |
| -2 | 102 | 103 | 104 | COc1ccccc1N1CCN(C(c2ccc(C)cc2)c2nnnn2C(C)C)CC1 (stereo not given) | -5 | 97 | 1 | -2 | 106 | 99 | -2 |
| -6 | 98 | 101 | 105 | CCOC(=O)C1=C(C)Nc2sc(C(=O)c3ccc(F)cc3)c(N)c2C1c1ccc(C(=O)OC)cc1 (stereo not given) | -5 | 98 | -5 | -8 | 100 | 100 | -14 |
| -6 | 103 | 105 | 106 | CCc1nccn1C(=O)c1cnn2c(C(F)F)cc(-c3ccccc3)nc12 | 0 | 102 | -8 | -17 | 100 | 100 | -10 |
| -8 | 100 | 100 | 104 | Cc1ccc(N(CC(O)Cn2c3ccccc3c3ccccc32)S(C)(=O)=O)c(C)c1 (stereo not given) | -2 | 100 | -10 | -15 | 103 | 97 | -11 |
| -16 | 95 | 97 | 97 | COc1ccc(-c2noc(CN(C)S(=O)(=O)c3ccc(Cl)cc3)n2)cc1OC | 1 | 94 | -6 | -12 | 96 | 92 | -7 |

Rewritten with bars between the fields: 13 of the compounds above
molecule | Bcl-XL Bim block | HRas wt GTP bind | Cdc42 wt | Rac1 wt GTP bind | Bim-Bcl-W | Rab7 wt modul | Bim-Bcl-2 | Bim-Bfl-1 | Rab2 wt GTP | Rac1 mut GTP | Bim-Bcl-B
O=C(Nc1ccccc1N1CCN(C(=O)c2ccc(Cl)cc2)CC1)c1cc(Br)ccc1Cl | -1 | 105 | 105 | 102 | -2 | 98 | -5 | -7 | 104 | 100 | -1
CCOC(=O)C1C(=O)C=C(/C=C/c2ccc(N(C)C)cc2)CC1c1ccccc1 (stereo not given) | -4 | 109 | 105 | 109 | -1 | 108 | 0 | 5 | 111 | 109 | -12
CC1CCCC(C)N1C(=O)CSc1nnc(CSc2ncccn2)n1C (stereo not given) | 0 | 96 | 97 | 97 | -3 | 95 | -2 | 0 | 98 | 98 | -3
CCOC(=O)C1CCN(C(=O)C(CC)c2ccccc2)CC1 (stereo not given) | 1 | 95 | 94 | 95 | 3 | 89 | -2 | -1 | 96 | 95 | 0
CCCCn1c(SCC(=O)Nc2cc(C)on2)nc2c1c(=O)n(C)c(=O)n2C | 2 | 100 | 98 | 97 | 0 | 97 | 0 | 0 | 98 | 100 | 0
COc1cccc(Cn2c(NCC(C)C)nc3c2c(=O)n(C)c(=O)n3C)c1 | -8 | 98 | 98 | 107 | -5 | 93 | -15 | -26 | 95 | 97 | -14
CCCC(=O)c1cc(-c2nc3ccccc3n2C)n(C)c1 | 0 | 99 | 101 | 100 | 0 | 98 | -2 | -2 | 98 | 98 | -1
Cc1cc(C(=O)N/N=C/c2ccccn2)n[nH]1 | -1 | 101 | 99 | 103 | 0 | 110 | 0 | -3 | 104 | 98 | 0
COc1ccccc1N1CCN(C(c2ccc(C)cc2)c2nnnn2C(C)C)CC1 (stereo not given) | -2 | 102 | 103 | 104 | -5 | 97 | 1 | -2 | 106 | 99 | -2
CCOC(=O)C1=C(C)Nc2sc(C(=O)c3ccc(F)cc3)c(N)c2C1c1ccc(C(=O)OC)cc1 (stereo not given) | -6 | 98 | 101 | 105 | -5 | 98 | -5 | -8 | 100 | 100 | -14
CCc1nccn1C(=O)c1cnn2c(C(F)F)cc(-c3ccccc3)nc12 | -6 | 103 | 105 | 106 | 0 | 102 | -8 | -17 | 100 | 100 | -10
Cc1ccc(N(CC(O)Cn2c3ccccc3c3ccccc32)S(C)(=O)=O)c(C)c1 (stereo not given) | -8 | 100 | 100 | 104 | -2 | 100 | -10 | -15 | 103 | 97 | -11
COc1ccc(-c2noc(CN(C)S(=O)(=O)c3ccc(Cl)cc3)n2)cc1OC | -16 | 95 | 97 | 97 | 1 | 94 | -6 | -12 | 96 | 92 | -7

The listing continues.
| Bcl-XL Bim block | HRas wt GTP bind | Cdc42 wt | Rac1 wt GTP bind | Structure | Bim-Bcl-W | Rab7 wt modul | Bim-Bcl-2 | Bim-Bfl-1 | Rab2 wt GTP | Rac1 mut GTP | Bim-Bcl-B |
| --- | --- | --- | --- | --- | --- | --- | --- | --- | --- | --- | --- |
| 0 | u | u | u | O=C1CCC(/C=C/c2ccccc2)=NN1Cc1ccc(F)cc1 | 0 | u | 0 | -4 | u | u | -2 |
| 3 | 98 | 101 | 104 | Nc1ccccc1C(=O)Nc1cccc(C(=O)O)c1 | 1 | 101 | 2 | -1 | 100 | 99 | 0 |
| 1 | 93 | 94 | 92 | CCN(CC)c1ccc(C=N/C(C#N)=C(\N)C#N)cc1 | 3 | 93 | 2 | 3 | 93 | 94 | 1 |
| 0 | 102 | 102 | 102 | CCSc1nnc(-c2cccc(S(=O)(=O)N(CC)CC)c2)n1Cc1ccccc1 | 2 | 102 | -2 | -8 | 99 | 98 | -3 |
| -1 | 96 | 97 | 97 | O=C(NCc1ccccc1)c1nc[nH]c1C(=O)NCc1ccccc1 | 0 | 103 | -3 | -5 | 100 | 94 | -4 |
| -2 | 102 | 100 | 100 | COc1ccc(C(=O)CSc2nnc(-c3ccccc3)o2)cc1 | 0 | 100 | -6 | -10 | 99 | 96 | -8 |
| -3 | 99 | 98 | 102 | COc1cccc(NS(=O)(=O)CC23CCC(CC2=O)C3(C)C)c1 (stereo not given) | -1 | 100 | -4 | -10 | 97 | 97 | -8 |
| -2 | 101 | 105 | 105 | CC(C)(C)n1nc2c(c1NC(=O)c1ccco1)CS(=O)C2 (stereo not given) | 2 | 100 | -8 | -13 | 102 | 101 | -5 |
| 0 | 96 | 98 | 95 | CCSc1nnc([C@H](Cc2ccccc2)NC(=O)OC(C)(C)C)o1 | -1 | 94 | -7 | -7 | 96 | 94 | -2 |
| -3 | 100 | 102 | 103 | CC(Sc1nnc2c(n1)C1CCC2(C)C1(C)C)C(=O)Nc1ccccc1 (stereo not given) | -4 | 102 | -4 | -7 | 99 | 99 | -5 |
| -4 | 97 | 94 | 95 | COc1ccc(C)cc1NC(=O)CN1CCN(S(=O)(=O)c2ccc(C(C)C)cc2)CC1 | 1 | 94 | -1 | -9 | 92 | 95 | -6 |
| -4 | 90 | 92 | 93 | O=C(O)c1cccc(N/N=C/c2cn(-c3ccccc3)nc2-c2cccs2)c1 | -1 | 94 | -6 | -6 | 87 | 89 | -7 |
| -2 | 103 | 101 | 103 | CCCN(CCC)CC(O)Cn1cc(/C=C/C(=O)c2cccs2)c2ccccc21 (stereo not given) | 0 | 101 | 2 | 1 | 101 | 101 | -5 |
| -5 | 95 | 93 | 97 | O=c1cc(O)c2c(=O)n(-c3ccccc3)c3c(c2o1)CCCCC3 | -4 | 95 | 1 | 0 | 93 | 92 | -4 |
| -2 | 99 | 98 | 101 | Cc1cc(Nc2c(C)n(C)n(-c3ccccc3)c2=O)n2c(nc3ccccc32)c1C#N | -4 | 98 | 0 | -1 | 98 | 99 | 0 |
| -2 | 98 | 96 | 101 | CCOc1ccc(-n2c(SCC(=O)NC3CCS(=O)(=O)C3)nnc2-c2cccnc2)cc1 (stereo not given) | 1 | 97 | -3 | -9 | 96 | 95 | -7 |
| 0 | 103 | 106 | 104 | Nn1c(SCC(=O)NC(=O)NC2CCCC2)nnc1-c1ccccc1F | -3 | 102 | -6 | 0 | 103 | 103 | -3 |
| -13 | 100 | 102 | 100 | O=C(O)c1ccc(CNCc2cccc(Cl)c2Cl)cc1 | 2 | 101 | -7 | -11 | 100 | 98 | -3 |
| -10 | 96 | 103 | 102 | O=C(CN1CCN(Cc2ccccc2)CC1)N/N=C/C=C/c1ccccc1[N+](=O)[O-] | -5 | 96 | -8 | -1 | 96 | 98 | -7 |
| 0 | 97 | 95 | 100 | CC(Oc1ccccc1)C(=O)NC1=NCCS1 (stereo not given) | 0 | 104 | -3 | -3 | 99 | 95 | -3 |
| -8 | 104 | 105 | 106 | NS(=O)(=O)c1ccc(NC(=S)NC(=O)c2ccco2)cc1 | -5 | 104 | -6 | -10 | 103 | 104 | -9 |
| 0 | 93 | 91 | 89 | Cc1c(-c2nnnn2-c2ccc(F)cc2)cnc2cc3c(cc12)OCO3 | -1 | 95 | -8 | -11 | 92 | 90 | -9 |

High-throughput results: PubChem, NMMLSC
